# Assay outcomes deposited in PubChem BioAssay by Broad Institute.
# NSD2 block – inhibitors of human NSD2 methyltransferase; hit rate 0.07% among 44,000; O96028; inhibition, % at 12.5 µM; NSD2-SET H3K36me1 DELFIA fluorescence, biochemical; in the data active = inhibition above about 54%, passing the limit was not always enough;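 also: inhibitors reduce the monomethyl H3K36 fluorescence signal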
# The depositor's hits bear a star; & = joins results of further samples. A portion of the library (hit frequency here may not be typical).
No. | NSD2 block | Molecule
1 | -4 | C=CCN1C[C@H](C(=O)N(CCCN(C)C)C(=O)NCC)C[C@@H]2c3cccc4[nH]cc(c34)C[C@H]21
2 | 1 | O=C1c2c(O)ccc(O)c2C(=O)c2c(NCCNCCO)ccc(NCCNCCO)c21
3 | 1 | CN(C(=O)c1c(O)c2ccccc2n(C)c1=O)c1ccccc1
4 | 0 | C[C@@H]1C[C@H]2[C@@H]3CCC4=CC(=O)C=C[C@]4(C)[C@@]3(Cl)[C@@H](O)C[C@]2(C)[C@@]1(OC(=O)c1ccco1)C(=O)CCl
5 | -3 | CN(C)C/C=C(\c1ccc(Br)cc1)c1cccnc1
6 | 3&0 | CN(C)CCCSc1ccccc1NC(=O)/C=C/c1ccccc1
7 | 2 | CCc1ccccc1OC[C@@H](O)CN[C@H]1CCCc2ccccc21
8 | -2 | CC(C)(C)NCC(O)COc1cccc2c1CC(O)C(O)C2 (stereo not given)
9 | -8 | Cn1ccc2cc3c(cc21)CCN3C(=O)Nc1cccnc1
10 | 8 | CCCCOc1cc(C(=O)OCCN(CC)CC)ccc1N
11 | 0 | CCCCC(=O)O[C@]1(C(=O)CO)[C@@H](C)CC2C3CCC4=CC(=O)C=C[C@]4(C)[C@@]3(F)C(O)C[C@@]21C (stereo not given in full)
12 | -1 | COc1cc(N)c(Cl)cc1C(=O)N[C@H]1CCN(CCCOc2ccc(F)cc2)C[C@H]1OC
13 | 1 | Cc1cc(=O)oc2cc(O)ccc12
14 | -5 | COc1ccc(-c2cc(C(F)F)nn2-c2ccc(S(N)(=O)=O)cc2)cc1F
15 | -2 | O=C(O)c1cc(=O)c2ccccc2o1
16 | -1 | CCN(CCCCOC(=O)c1ccc(OC)c(OC)c1)C(C)Cc1ccc(OC)cc1 (stereo not given)
17 | -1 | C[C@@H]1CC[C@]2(C(=O)O)CC[C@]3(C)C(=CCC4[C@@]5(C)C[C@@H](O)[C@H](O)[C@@](C)(CO)C5CC[C@]43C)C2[C@H]1C (stereo not given in full)
18 | 2 | O=C(CCN1CCN(CCO)CC1)N1c2ccccc2Sc2ccc(C(F)(F)F)cc21
19 | 6 | C[C@@H]1O[C@@H](O[C@H]2[C@H](Oc3cc(O)c4c(=O)cc(-c5ccc(O)cc5)oc4c3)O[C@H](CO)[C@@H](O)[C@@H]2O)[C@H](O)[C@H](O)[C@H]1O
20 | -2 | CCc1cccc(CC)c1NC(=O)CN(CC(=O)O)CC(=O)O
21 | -3 | CCN(CC)CC1CCCCN1CC(=O)N1c2ccccc2C(=O)Nc2cccnc21 (stereo not given)
22 | -1 | N=c1nc(N2CCCCC2)cc(N)n1O
23 | -1 | Cc1scc2c1N(C(=O)CN1CCN(C)CC1)c1ccccc1NC2=O
24 | -7 | CCN(CC)CCOc1ccc(Cc2ccccc2)cc1
25 | -1 | CCCOc1ccc(C(=O)OCCN(CC)CC)cc1N
26 | -6 | COc1ccc(-c2oc3c(CC=C(C)C)c(O[C@@H]4O[C@H](CO)[C@@H](O)[C@H](O)[C@H]4O)cc(O)c3c(=O)c2O[C@@H]2O[C@@H](C)[C@H](O)[C@@H](O)[C@H]2O)cc1

# Given as labelled records: part of the list above
[22] N=c1nc(N2CCCCC2)cc(N)n1O
  NSD2 block = -1

[23] Cc1scc2c1N(C(=O)CN1CCN(C)CC1)c1ccccc1NC2=O
  NSD2 block = -1

[24] CCN(CC)CCOc1ccc(Cc2ccccc2)cc1
  NSD2 block = -7

[25] CCCOc1ccc(C(=O)OCCN(CC)CC)cc1N
  NSD2 block = -1

# By substructure, the entries above with a Cl atom
No. | NSD2 block | Molecule
4 | 0 | C[C@@H]1C[C@H]2[C@@H]3CCC4=CC(=O)C=C[C@]4(C)[C@@]3(Cl)[C@@H](O)C[C@]2(C)[C@@]1(OC(=O)c1ccco1)C(=O)CCl
12 | -1 | COc1cc(N)c(Cl)cc1C(=O)N[C@H]1CCN(CCCOc2ccc(F)cc2)C[C@H]1OC

# 3 records picked at random from the list so far, as already listed:
No. | NSD2 block | Molecule
18 | 2 | O=C(CCN1CCN(CCO)CC1)N1c2ccccc2Sc2ccc(C(F)(F)F)cc21
16 | -1 | CCN(CCCCOC(=O)c1ccc(OC)c(OC)c1)C(C)Cc1ccc(OC)cc1 (stereo not given)
24 | -7 | CCN(CC)CCOc1ccc(Cc2ccccc2)cc1
